HCMV inh – human cytomegalovirus inhibition; activity change, negative = inhibition, % at 57.5 µM; 410,000 tested, 4.5% active; HFF cells, HCMV-luciferase reporter, 72 h; hits give low values; in the data active = activity change below about -60%; inconclusive = no clear call, values can overlap the other calls; inactive = above about -39%
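Inhibition of viral replication was scored as loss of reporter luminescence in HFFs infected with HCMV-luciferase (MOI 1 PFU/cell) for 72 h; compounds tested at 2 doses, normalized to buffer and Salinomycin controls.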
Giardia FBPA inh – inhibitors of Giardia lamblia fructose-1,6-bisphosphate aldolase; 290,000 tested, 0.71% active; Potency, µM (titrated, usually from 59.6 µM), without a hit: top-dose activity, negative = inhibition, usual class: inhibitors; A8B2U2; purified Giardia FBPA; also: potency is read from the fitted curve at half-maximal effect; nearly all actives have a fitted effect of over 55% in size
Target sequence (A8B2U2 whole entry, looked up): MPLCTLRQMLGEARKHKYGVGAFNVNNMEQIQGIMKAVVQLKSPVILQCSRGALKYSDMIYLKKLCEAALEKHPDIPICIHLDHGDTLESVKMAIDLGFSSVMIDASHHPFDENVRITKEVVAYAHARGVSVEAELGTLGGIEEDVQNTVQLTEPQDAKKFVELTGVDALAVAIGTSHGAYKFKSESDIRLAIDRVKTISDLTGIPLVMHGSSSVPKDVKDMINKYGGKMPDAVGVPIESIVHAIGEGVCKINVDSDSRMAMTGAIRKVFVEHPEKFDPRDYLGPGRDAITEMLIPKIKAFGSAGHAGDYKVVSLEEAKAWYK
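40 nM FBPA preincubated 10 min at RT with compound (up to 57.5 uM final), then substrate plus GAPDH/TPI/NAD/arsenate coupling and diaphorase/resazurin added. Fluorescence read after 20 min at RT, 525/598 nm.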
AMA1-RON2 inh – disrupts binding of P. falciparum AMA1 to RON2 | AlphaScreen AMA1-biotinylated RON2 peptide binding | Potency, µM (highest dose often 58.2 µM), for inactives: at the highest dose activity change, negative = inhibition, actives largely listed as inhibitors | 360,000 tested, 0.2% active | AID 720542;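 also: potency is read from the fitted curve at half-maximal effect; 0% = vehicle wells and -100% = peptide control; nearly all actives have a fitted effect of over 45% in size; some results filed as inactive show a strong effect at the top dose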
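AMA1 (3D7) with his tag at 25 nM final met compounds first, then biotinylated RON2 peptide at 25 nM; detection used donor plus acceptor beads, 10 µg/mL apiece, read by AlphaScreen after 30 min at room temperature.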
AmpC detergent – AmpC beta-lactamase inhibition with detergent present | 370,000 tested, 0.041% active | AmpC hydrolysis of nitrocefin, absorbance 480 nm, 0.01% Triton | P00811 | Potency, µM (highest dose often 114 µM), for the others: at the top dose activity change, negative = inhibition, actives largely listed as inhibitors;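 also: potency is read from the fitted curve at half-maximal effect; 0% = no-compound wells and -100% = no-enzyme wells; nearly all actives have a fitted effect of over 25% in size; some results filed as inactive show a strong effect at the top dose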
Target sequence (P00811 whole entry, looked up): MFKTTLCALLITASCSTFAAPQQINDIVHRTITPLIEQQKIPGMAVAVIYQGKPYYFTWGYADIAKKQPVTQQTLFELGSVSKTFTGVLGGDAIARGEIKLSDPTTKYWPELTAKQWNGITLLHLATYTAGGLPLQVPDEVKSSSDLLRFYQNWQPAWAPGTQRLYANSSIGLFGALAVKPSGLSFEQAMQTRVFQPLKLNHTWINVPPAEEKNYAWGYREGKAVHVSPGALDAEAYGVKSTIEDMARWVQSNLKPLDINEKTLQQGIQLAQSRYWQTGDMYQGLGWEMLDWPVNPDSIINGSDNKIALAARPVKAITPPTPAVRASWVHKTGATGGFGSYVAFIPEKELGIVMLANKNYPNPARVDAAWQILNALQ
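AmpC (5.3 nM in the dispensed reagent) in 20 mM phosphate pH 7.0 with 0.01% (detergent screen) or 0.0001% Triton X-100 was preincubated with compounds for 15 min at room temperature. Nitrocefin was then added from an 800 uM solution, and hydrolysis was followed at 480 nm.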
Sm TGR inh – S. mansoni TGR enzyme inhibition; Q962Y6; purified TGR, DTNB reduction, TNB absorbance 405 nm; Potency, µM (doses to about 114 µM), without a hit: top-dose activity change, negative = inhibition, hits mostly inhibitors; 360,000 tested, 3% active; AID 485364; also: potency is read from the fitted curve at half-maximal effect; nearly all actives have a fitted effect of over 60% in size
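First, TGR (20 nM dispensed) and NADPH were mixed with compound. Second, a 15 min room-temperature incubation followed. Third, further NADPH and then DTNB were added to start the reaction. Finally, TNB absorbance was monitored kinetically.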
HCV inhibitor – HCV inhibition. Huh7.5.1 HCVcc-Cre infection, luciferase reporter, 44 h. Potency, µM (highest dose often 41.8 µM), for the others: at the highest dose activity change, negative = inhibition, usual class: inhibitors. AID 651820. 340,000 tested, 3.4% active; also: potency is read from the fitted curve at half-maximal effect
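HCVcc-Cre virus at an moi near 0.5 was added right after compound to cells cultured 4 h from seeding (1,000 cells/well). Luciferase activity was determined 44 h later, 15 min after substrate addition at RT.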
* = called active by the depositor; ? = inconclusive; · = no result given; & = joins results of further samples; ! = not confirmed by another sample; [ ] = dose if it differs, or a comment. Unless noted, calls follow the shape of the dose curve; as a rule, active = well fitted curve in the direction sought with a large enough effect; inconclusive = small, poorly fitted or top-dose-only effect, or another doubt; inactive = no such curve, though single readings can be large; an effect the other way counts as inactive or inconclusive. Unless noted, % is scaled to controls: 0 for no effect and ±100 for the full control effect.

SMILES	HCMV inh	Giardia FBPA inh	AMA1-RON2 inh	AmpC detergent	Sm TGR inh	HCV inhibitor
CSc1nnc2c(n1)OC(c1ccsc1)N(C(C)=O)c1ccccc1-2 (stereo unspecified)	25	-1%	-4%	-11%	34%	8%
CCCCOC(=O)c1ccc(NC(=S)NC(=O)c2c(Cl)cnn2C)cc1	-2	?	12%	-7%	14%	11%
COC(=O)c1ccc(-n2nc(C(F)(F)F)c3c2-c2ccoc2CC3)cc1	-6	-5%	-1%	-13%	?	?
O=C(Cc1ccc(O)cc1)NCCNC(=S)NCc1ccccc1	1	1%	-12%	-10%	-1%	-3%
CC1(NC(=O)c2ccccc2)CCN(CCCc2ccccc2)C1=O (stereo unspecified)	-8	·	0%	2%	8%	?
CCOc1ccc(NC(=O)CSc2nc3ccccc3nc2N2CC(C)OC(C)C2)cc1 (stereo unspecified)	17	7%	28%	-9%	0%	-4%
COc1ccc(Cl)cc1N=Cc1c(O)cc(C)oc1=O	-15	·	-5%	·	·	8%
COc1cc(/C=N/NC(=O)c2ccccn2)cc2c1OCO2	19	-3%	74%[activator]	1%	-2%	6%
O=C(COc1cccc(Br)c1)N/N=C1\CCCc2ccccc21	24	6%	14%	-7%	-3%	?
NNC(=O)c1cncc(Br)c1	1	-21%	21%	2%	12%	11%
O=C(Cn1nc2ccccc2n1)N/N=C/c1cc([N+](=O)[O-])ccc1O	11	?	12%	-6%	-7%	?
COc1ccc(C(C(=O)Nc2ccc3c(c2)OCO3)N(C)C(=O)Cc2c[nH]c3ccccc23)cc1 (stereo unspecified)	-32	-5%	?	-5%	-10%	?
Cc1c(C(=O)NN2CCOCC2)oc2c1ccc1ccccc12	-27	-4%	0%	0%	-12%	-14%
CCS(=O)(=O)c1ncc(N(Cc2ccc(F)cc2)Cc2ccco2)c(C(=O)Nc2cc(C)ccc2C)n1	-30	·	·	2%	-7%	·
COc1cccc(CN2CCNC(=O)C2CC(=O)N(C)C2CCOCC2)c1OC (stereo unspecified)	3	·	14%	2%	-29%	11%
COc1ccccc1CNC(=O)CN1NS(=O)(=O)c2ccccc2C1=O	17	·	2%	·	·	3%
Cc1ccc(NC(=O)c2ccc(NCc3ccco3)c([N+](=O)[O-])c2)cc1Cl	-19	8%	14%	-3%	7%	-10%
c1cncc(CNCCN2CCNCC2)c1	10	·	8%	·	·	7%
O=c1c2ccccc2nc(-c2ccc(Cl)cc2Cl)n1-c1nccs1	26	-1%	58%[activator]	-4%	-10%	2%
N#Cc1c2c(c(-c3ccccc3)[nH]c1=O)CCCC2	-14	7%	-12%	-2%	-3%	-1%
O=C(Nn1cnnc1)c1cc(-c2cccc(Br)c2)nc2ccccc12	9	-14%	98%[activator]	-3%	12%	1%
Cc1ccccc1NC(=O)c1cccc2nc3ccccc3nc12	-73*	·	-15%	?	2%	?
COCCCNC(=O)C1CCCN(C(=O)Nc2ccc(OC)cc2)C1 (stereo unspecified)	7	-9%	7%	-15%	7%	15%
CCOc1ccc(NC(=O)COC(=O)C2C3CC4OC(=O)C2C4C3)cc1 (stereo unspecified)	11	-6%	0%	7%	0%	22%
CCc1nc(Nc2ccc(N3CCN(C(C)=O)CC3)cc2)c2oc3ccccc3c2n1	-5	-10%	-12%	35µM*	-32%	-21%
O=C(CCc1ccc(S(=O)(=O)N2CCOCC2)cc1)Nc1ccc(F)c(F)c1F	-21	·	-6%	·	·	-5%
O=C(O)c1cccc(OCCN2CCCC2=O)c1	2	-10%	10%	-5%	0%	-10%
Cc1ccc(CCSCC(=O)O)cn1	60	2%	-6%	3%	-3%	19%
COC(=O)[C@@]1(Cc2ccc(F)cc2)[C@H]2c3cc(C(=O)N(C)C)n(Cc4cc(C)n(C)n4)c3C[C@H]2CN1C(=O)c1ccccc1	-8	0%	1%	·	·	·
Cn1c(=O)c2c(nc(Oc3ccc4c(c3)OCO4)n2Cc2ccc(F)cc2)n(C)c1=O	-21	7%	-1%	-10%	-12%	13%&4%
CC1=CC2=NC(=O)/C(=C/c3coc4ccc(Cl)cc4c3=O)C(=N)N2O1	32	-5%	-9%	-6%	-6%	-11%
COc1ccccc1NS(=O)(=O)c1ccc(Cl)c(NC(=O)C(C)N2C(=O)c3ccccc3C2=O)c1 (stereo unspecified)	-24	1%	16%	-7%	-1%	3%
COc1cccc(NC(=O)COc2ccc(N3CC(C(=O)NCC(C)C)CC3=O)cc2)c1 (stereo unspecified)	45	2%	64%[activator]	-6%	2%	-21%&-6%
Cc1cc(-c2nc(C)c(-c3nnc(SCC(=O)Nc4ccc(Cl)cc4)n3C)s2)no1	-5	-3%	1%	1%	0%	11%
COc1ccc(C2C3(C#N)C(N)=NC(OC)(OC)C23C#N)cc1 (stereo unspecified)	-15	?	-4%	2%	12%	-16%
CCCn1c(N)c(N(CCOC)C(=O)c2ccc(F)cc2F)c(=O)[nH]c1=O	-1	2%	-4%	-3%	2%	15%
OCCn1c(SCCOc2ccccc2)nc2ccccc21	59	-2%	5%	3%	6%	22%
O=C(Nc1ccc(N2CCN(C(=O)c3ccccc3)CC2)cc1)c1ccc2c(c1)OCCO2	-69*	·	-2%	-5%	-6%	?
CN(Cc1ccccc1)c1nc2c(c(=O)n(C)c(=O)n2C)n1CCSc1ncccn1	18	-16%	-1%	?	-9%	-17%
CC(C)c1ccc(NC(=O)N2CCOCC2)cc1	64	2%	7%	-9%	1%	6%
C#CCOCCOCCOCCNc1nc(N2CCN(C(=O)CCCCCCCCCCNC(=O)[C@H]([C@@H](C)CC)n3cc(CCCCN=C(N)N)nn3)CC2)nc(N2CCN(C(=O)CCCCCCCCCCNC(=O)[C@H]([C@@H](C)CC)n3cc(CCCCN=C(N)N)nn3)CC2)n1	·	·	·	7%	40µM*	?
CC1CCC(C(C)C)C(OC(=O)CSc2nccc(=O)[nH]2)C1 (stereo unspecified)	-27	21%	0%	11%	9%	2%
CCOc1ccc(-c2c(C)nn3c(C)c(C(=O)NCc4ccc(C)o4)cnc23)cc1OCC	-18	·	·	22%	-16%	·
Cc1ccc(NC(=O)c2ccc(S(=O)(=O)N3CCCCCC3)cc2)nc1	?	·	-8%	-14%	-1%	?
Fc1cccc(Cl)c1COc1ccc(-c2nnco2)cc1	1	·	0%	-3%	-4%	4%

Entries from the list above containing a COOH group:
SMILES	HCMV inh	Giardia FBPA inh	AMA1-RON2 inh	AmpC detergent	Sm TGR inh	HCV inhibitor
O=C(O)c1cccc(OCCN2CCCC2=O)c1	2	-10%	10%	-5%	0%	-10%
Cc1ccc(CCSCC(=O)O)cn1	60	2%	-6%	3%	-3%	19%

(list continues)
SMILES	HCMV inh	Giardia FBPA inh	AMA1-RON2 inh	AmpC detergent	Sm TGR inh	HCV inhibitor
Cc1ccc2oc(=O)c3cc(C(=O)NCCN4CCc5ccccc5C4)sc3c2c1	38	-13%	-3%	2%	2%	-3%[8.37 µM]
CCN(c1ccccc1)S(=O)(=O)c1ccc(OC)c(NC(=O)Cc2ccc(OC)c(OC)c2)c1	-26	·	-10%	-1%	-1%	6.3µM*
CCOc1ccc(CNC(=O)C2CCN(S(=O)(=O)N3CCCC3)CC2)cc1OC	60	7%	23%	?	1%	11%
COc1ccc(NC(c2nnc(-c3ccccc3)o2)c2ccccc2F)cc1Cl (stereo unspecified)	24	·	·	14%	5%	·
Cc1ccc(C(c2c(C)[nH][nH]c2=O)c2c(C)[nH][nH]c2=O)cc1[N+](=O)[O-]	-19	1%	-12%	-12%	-8%	5%
CN1CCN(CCCN2c3ccccc3Sc3ccc(C(F)(F)F)cc32)CC1	-79*!	-9%	?	1%&2%	9%&0%	14µM*!
O=C1Oc2ccccc2C(=O)/C1=C\N1CCN(c2ccccc2)CC1	69	4%	4%	1%	-21%	20%
Cc1cc(C)nc(NS(=O)(=O)c2ccc(NC(=O)CSc3nc4ccccc4[nH]3)cc2)n1	-28	5%	26%	-6%	-6%	1%
O=C(NCCc1ccccc1)C1(S(=O)(=O)c2ccc(Cl)cc2)CC1	-32	9%	0%	0%	6%	16%
CC(=O)Nc1ccc(-c2ccc(NC(C)=O)c(O)c2)cc1O	17	-29%	0%	-5%	-19%	-6%
COC(=O)c1ccccc1OCc1cccc(C)n1	22	2%	0%	?	1%	?
Cc1ccccc1NC(=O)Cc1nc(COC(=O)C(NC(=O)c2ccccc2C)C(C)C)cs1 (stereo unspecified)	12	·	17%	2%	3%	-14%
COCC1CCCN(C(=O)c2ccc(OC3CCN(Cc4ccccn4)CC3)cc2)C1 (stereo unspecified)	-33	2%	44%[activator]	-14%	-14%[57.1 µM]	0%
Cc1cc(=O)oc2cc(OC(C)C(=O)NCCCn3ccnc3)ccc12 (stereo unspecified)	?	?	-5%	0%	13%	2%
COc1ccccc1-c1ccc(SCc2ccc(F)cc2)nn1	29	-5%	-8%	-13%	4%	-6%
COc1ccc(-c2[nH]c3ccccc3c2SCCNC(=O)c2ccc(S(=O)(=O)N(C)C)cc2)cc1	?	·	·	7%	0%	·
CC(C)C(NCc1c(Cl)cccc1Cl)C(=O)O (stereo unspecified)	20	2%	13%	?	1%	-13%
O=C1OC(/C=C/c2ccc(Cl)cc2)=NC/1=C/c1ccco1	33	5%	1%	-16%	-14%	4%

Structural class, the entries above with an aryl thioether with sulfur outside any ring
SMILES	HCMV inh	Giardia FBPA inh	AMA1-RON2 inh	AmpC detergent	Sm TGR inh	HCV inhibitor
CSc1nnc2c(n1)OC(c1ccsc1)N(C(C)=O)c1ccccc1-2 (stereo unspecified)	25	-1%	-4%	-11%	34%	8%
CCOc1ccc(NC(=O)CSc2nc3ccccc3nc2N2CC(C)OC(C)C2)cc1 (stereo unspecified)	17	7%	28%	-9%	0%	-4%
Cc1cc(-c2nc(C)c(-c3nnc(SCC(=O)Nc4ccc(Cl)cc4)n3C)s2)no1	-5	-3%	1%	1%	0%	11%
OCCn1c(SCCOc2ccccc2)nc2ccccc21	59	-2%	5%	3%	6%	22%
CN(Cc1ccccc1)c1nc2c(c(=O)n(C)c(=O)n2C)n1CCSc1ncccn1	18	-16%	-1%	?	-9%	-17%
CC1CCC(C(C)C)C(OC(=O)CSc2nccc(=O)[nH]2)C1 (stereo unspecified)	-27	21%	0%	11%	9%	2%
Cc1cc(C)nc(NS(=O)(=O)c2ccc(NC(=O)CSc3nc4ccccc4[nH]3)cc2)n1	-28	5%	26%	-6%	-6%	1%
COc1ccccc1-c1ccc(SCc2ccc(F)cc2)nn1	29	-5%	-8%	-13%	4%	-6%
COc1ccc(-c2[nH]c3ccccc3c2SCCNC(=O)c2ccc(S(=O)(=O)N(C)C)cc2)cc1	?	·	·	7%	0%	·

Source: PubChem
